Rv3671c protease = Rv3671c (M. tuberculosis) protease inhibition | P9WHR9 | inhibition, % at 5.96 µM | 0.048% of 320,000 active; in the data active = inhibition above about 38%;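 also: extracellular domain of Rv3671c used as enzyme; 0% = enzyme with DMSO and 100% = no enzyme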
MazF activator = MazEF (E. coli) toxin RNase activation; P0AE70; FAM/BHQ RNA-DNA oligo cleavage fluorescence, 5 h; activation, % at 20 µM; 0.32% of 350,000 active; AID 504720; in the data active = activation above about 50%
Target sequence (P0AE70 whole entry, looked up): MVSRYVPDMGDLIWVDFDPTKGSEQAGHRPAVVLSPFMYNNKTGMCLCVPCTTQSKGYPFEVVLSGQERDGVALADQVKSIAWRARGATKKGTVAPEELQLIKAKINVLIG
CCHF vOTU inh = blocks the CCHF virus ovarian tumor domain protease. CCHFV vOTU protease, Pep-AMC fluorescence. inhibition, % at 11.5 µM. 0.55% of 370,000 active. AID 651958; in the data active = inhibition above about 30%; also: 0% = vehicle wells with enzyme and 100% = no enzyme wells
SSB-PriA inh = inhibitors of Klebsiella pneumoniae PriA binding to SSB C-terminal tail; AlphaScreen SSBct-PriA binding, biotinylated peptide; inhibition, % at 33 µM; 0.6% of 430,000 active; AID 1272365; in the data active = inhibition mostly above about 37%, no sharp cut-off; inactive = mostly below about 20%;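 also: plate controls were negative control peptide for no effect and reference peptide for full effect; strong numbers were not always called active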
VHR inh abs = blocks human VHR1 dual specificity phosphatase. P51452. recombinant VHR phosphatase, pNPP absorbance. inhibition, % at 13.3 µM. 0.52% of 290,000 active. AID 1654; in the data active = inhibition above about 50%; also: some compounds called inactive have numbers as strong as hits
BoNT A protease = blocks Botulinum neurotoxin A light chain protease | AID 588499 | 0.17% of 360,000 active | multiplex microsphere protease substrate cleavage, flow cytometry | inhibition, % at 10 µM; also: plate controls were buffer without enzyme for full effect and enzyme alone for no effect
PrPC surface inh = reduces human prion protein on the cell surface; P04156; cell surface PrPC, TR-FRET read-out; inhibition, % at 13.8 µM; 0.43% of 370,000 active; in the data active = inhibition above about 24%; also: 0% = median of the test wells and 100% = reference compound wells
Anthrax LF prot = blocks Bacillus anthracis lethal factor protease; inhibition, % at 10 µM; AID 588501; 0.12% of 360,000 active; multiplex microsphere protease cleavage assay, LF; P15917; also: plate controls were buffer without enzyme for full effect and enzyme alone for no effect
Target sequence (P15917 whole entry, looked up): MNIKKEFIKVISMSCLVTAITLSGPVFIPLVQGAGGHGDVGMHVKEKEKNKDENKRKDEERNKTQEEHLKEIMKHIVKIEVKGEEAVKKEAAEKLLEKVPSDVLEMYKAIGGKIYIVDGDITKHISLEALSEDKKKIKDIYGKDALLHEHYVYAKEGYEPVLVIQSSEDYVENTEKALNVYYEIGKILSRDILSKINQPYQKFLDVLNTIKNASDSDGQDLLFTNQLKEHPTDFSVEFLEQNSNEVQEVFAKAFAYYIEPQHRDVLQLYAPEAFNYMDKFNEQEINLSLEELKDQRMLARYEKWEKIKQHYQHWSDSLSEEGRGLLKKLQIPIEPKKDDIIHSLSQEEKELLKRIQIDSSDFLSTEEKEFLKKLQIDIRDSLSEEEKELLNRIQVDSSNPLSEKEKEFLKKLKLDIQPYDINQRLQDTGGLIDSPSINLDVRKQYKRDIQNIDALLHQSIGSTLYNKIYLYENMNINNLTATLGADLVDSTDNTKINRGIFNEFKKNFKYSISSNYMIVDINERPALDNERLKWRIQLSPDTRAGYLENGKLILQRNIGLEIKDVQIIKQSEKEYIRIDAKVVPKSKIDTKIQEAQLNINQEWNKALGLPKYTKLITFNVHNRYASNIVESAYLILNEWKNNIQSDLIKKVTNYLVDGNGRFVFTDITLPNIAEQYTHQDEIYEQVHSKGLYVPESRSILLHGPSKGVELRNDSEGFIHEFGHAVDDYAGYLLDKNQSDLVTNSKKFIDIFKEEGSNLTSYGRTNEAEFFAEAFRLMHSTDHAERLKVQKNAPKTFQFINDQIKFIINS
3CLpro inhibitor = SARS-CoV 3CLpro protease inhibition; inhibition, % at 6 µM; P0C6X7; AID 1706; 0.14% of 290,000 active; recombinant SARS-CoV 3CLpro, quenched FRET peptide cleavage; in the data active = inhibition above about 12%
BoNT F protease = blocks Botulinum neurotoxin F light chain protease. Multiplex microsphere protease cleavage assay, flow cytometry. inhibition, % at 10 µM. 0.22% of 360,000 active; in the data active = inhibition above about 35%, passing the limit was not always enough; inconclusive = no clear call, values can overlap the other calls; also: plate controls were buffer without enzyme for full effect and enzyme alone for no effect
The depositor's hits bear a star. Rule as the data show it, unless noted: active = inhibition above about 30%; inconclusive = no clear call, values can overlap the other calls; inactive = below that. A portion of the library, so the mix of outcomes need not match the whole.

`Cc1ccc(O)c(C(=O)c2cc(C(=O)NCc3ccccc3)c(=O)n(Cc3ccccc3)c2)c1` gave Rv3671c protease -17, MazF activator -14, CCHF vOTU inh 8, SSB-PriA inh 0, VHR inh abs -26, BoNT A protease 0.4, PrPC surface inh -2, Anthrax LF prot -3, 3CLpro inhibitor 4 and BoNT F protease 5.
Screening COc1nc(Nc2cccc([N+](=O)[O-])c2)nc(OC)n1 returned Rv3671c protease -4, MazF activator -3, CCHF vOTU inh -12, SSB-PriA inh 14, VHR inh abs 14, BoNT A protease -0.6, PrPC surface inh 1, Anthrax LF prot 2, 3CLpro inhibitor 3 and BoNT F protease -2.
Screening CC1(C)OC(=O)N2CCc3ccccc3C21C (centres undefined) returned Rv3671c protease 2, MazF activator 0, CCHF vOTU inh -4, SSB-PriA inh 3, VHR inh abs 4, BoNT A protease -0.3, PrPC surface inh 7, Anthrax LF prot -7, 3CLpro inhibitor -1 and BoNT F protease 1.
Screening C=CCCc1ccc(C#N)c(SCc2c(C(=O)OCC)c3cc(OC(C)=O)c(Br)cc3n2C)n1 returned Rv3671c protease 3, MazF activator -26, SSB-PriA inh -4, VHR inh abs -8, BoNT A protease -1.2, Anthrax LF prot -7, 3CLpro inhibitor 0 and BoNT F protease -1.
`O=C(Nc1ccccc1C(=O)Nc1ccncc1)c1ccc([N+](=O)[O-])cc1` gave Rv3671c protease -7, MazF activator 17, CCHF vOTU inh 18, SSB-PriA inh -10, VHR inh abs 20, BoNT A protease -1.4, PrPC surface inh -21, Anthrax LF prot 0, 3CLpro inhibitor 4 and BoNT F protease -8.
Screening O=C(O)CCn1cc(C=C2C(=O)NC(=S)NC2=O)c(-c2cccc(Cl)c2)n1 returned Rv3671c protease -2, MazF activator -34, CCHF vOTU inh 11, SSB-PriA inh -7, VHR inh abs -4, BoNT A protease -0.8, PrPC surface inh -4, Anthrax LF prot 1, 3CLpro inhibitor 3 and BoNT F protease -3.
CC/C(=N/NC(=O)c1ccccc1O)c1c(C)[nH]n(-c2ccccc2)c1=O was read as Rv3671c protease -1, MazF activator -4, CCHF vOTU inh 7, BoNT A protease 2.3, PrPC surface inh 4, Anthrax LF prot -14 and BoNT F protease inconclusive.
For O=S(=O)(Nc1ccc(Br)cn1)c1cccs1 the results were Rv3671c protease -3, MazF activator -1, CCHF vOTU inh 2, SSB-PriA inh -6, VHR inh abs 20, BoNT A protease -0.9, PrPC surface inh 7, Anthrax LF prot -5, 3CLpro inhibitor -3 and BoNT F protease -8.
Cc1cc(C)nc(OC(=O)c2c(Cl)cc(Cl)cc2Cl)n1 was read as Rv3671c protease -15, MazF activator 5, CCHF vOTU inh -1, SSB-PriA inh -9, VHR inh abs 21, BoNT A protease -1.0, PrPC surface inh 11, Anthrax LF prot -8, 3CLpro inhibitor 2 and BoNT F protease 0.
O=C(CCN1CCN(c2ccc(Cl)cc2)CC1)Nc1nccs1 was read as Rv3671c protease -2, MazF activator 0, CCHF vOTU inh -3, SSB-PriA inh -3, VHR inh abs -10, BoNT A protease 0.3, PrPC surface inh 1, Anthrax LF prot 2, 3CLpro inhibitor 1 and BoNT F protease -16.
For C=CCC1(Nc2ccccc2)CC(C)N(C)CC1C (centres undefined) the results were Rv3671c protease 7, MazF activator 1, CCHF vOTU inh -12, SSB-PriA inh -10, VHR inh abs 2, BoNT A protease -1.0, PrPC surface inh -8, Anthrax LF prot -11, 3CLpro inhibitor 3 and BoNT F protease 2.
COc1cc(NC(=O)c2cccnc2)ccc1NC(=O)c1ccccc1Cl was read as Rv3671c protease 0, MazF activator 3, CCHF vOTU inh 15, SSB-PriA inh -17, VHR inh abs 30, BoNT A protease -10, PrPC surface inh -4, Anthrax LF prot -4, 3CLpro inhibitor -6 and BoNT F protease -28.
Screening O=C(Cn1c(=O)n(-c2ccccc2)c(=O)c2oc3ccccc3c21)Nc1ccccc1 returned Rv3671c protease -7, MazF activator 4, CCHF vOTU inh -21, SSB-PriA inh -8, VHR inh abs -14, BoNT A protease -3.2, PrPC surface inh -3, Anthrax LF prot -6, 3CLpro inhibitor 1 and BoNT F protease -17.
For CCOCCCNC(=O)C(NC(=O)c1ccccc1O)c1ccc(Cl)cc1 (centres undefined) the results were Rv3671c protease 1, MazF activator -28, SSB-PriA inh -7, VHR inh abs 43, BoNT A protease -0.6, Anthrax LF prot -7, 3CLpro inhibitor 7 and BoNT F protease -7.
`CCC(C)(C)NC(=O)CSc1nc(Cc2ccccc2)nc2ccccc12` gave MazF activator -1, CCHF vOTU inh 20, SSB-PriA inh 7, VHR inh abs -3, BoNT A protease -3.4, PrPC surface inh 8, Anthrax LF prot -14, 3CLpro inhibitor 0 and BoNT F protease inconclusive.
Screening COc1ccccc1NS(=O)(=O)c1cc(C(=O)N2CCCCCC2)ccc1C returned Rv3671c protease -4, MazF activator -6, CCHF vOTU inh 3, SSB-PriA inh -5 and PrPC surface inh -9.
For COc1cc(CNc2cc(C)ccc2C)cc(OC)c1OC the results were Rv3671c protease 5, MazF activator 6, CCHF vOTU inh 9, SSB-PriA inh 14, VHR inh abs 4, BoNT A protease -1.1, PrPC surface inh 8, Anthrax LF prot -3, 3CLpro inhibitor 3 and BoNT F protease -10.
Screening Cc1ccc2[nH]c(C)c(/C=C/c3cc[n+](C)cc3)c2c1 returned MazF activator -642, CCHF vOTU inh 8, SSB-PriA inh -1, VHR inh abs 24, BoNT A protease -17, PrPC surface inh -38, Anthrax LF prot 1, 3CLpro inhibitor -8 and BoNT F protease 32.
Screening O=C(COC(=O)CN1C(=O)c2ccccc2C1=O)Nc1cccc(F)c1 returned Rv3671c protease -3, MazF activator 6, CCHF vOTU inh -6, SSB-PriA inh 8, BoNT A protease -2.3, PrPC surface inh 3, Anthrax LF prot -4 and BoNT F protease -3.
For Cc1nc2nc(SCc3ccccc3)[nH]n2c(=O)c1C the results were MazF activator -4, CCHF vOTU inh -16, SSB-PriA inh 0, VHR inh abs 2, BoNT A protease -1.1, PrPC surface inh 1, Anthrax LF prot -5, 3CLpro inhibitor -3 and BoNT F protease -7.
For CC(C)C(=O)Nc1cccc(C(=O)Nc2cc([N+](=O)[O-])ccc2F)c1 the results were Rv3671c protease 6, MazF activator 6, CCHF vOTU inh 7, SSB-PriA inh 3, VHR inh abs 18, BoNT A protease 0.4, PrPC surface inh -16, Anthrax LF prot -2, 3CLpro inhibitor -6 and BoNT F protease -1.
COc1ccc(N(CC(=O)NCC2CCCO2)S(=O)(=O)c2c(C)noc2C)cc1 (centres undefined) was read as Rv3671c protease 4, MazF activator 5, CCHF vOTU inh -18, SSB-PriA inh -5, VHR inh abs 47, BoNT A protease inconclusive, PrPC surface inh 2, Anthrax LF prot -2, 3CLpro inhibitor -1 and BoNT F protease -6.
Screening OC(CNCc1ccccc1F)(c1ccc(F)cc1)c1ccc(F)cc1 returned Rv3671c protease -6, MazF activator 2, CCHF vOTU inh 1, SSB-PriA inh -37, VHR inh abs 11, BoNT A protease 0.0, PrPC surface inh 4, Anthrax LF prot -2, 3CLpro inhibitor 4 and BoNT F protease -11.
`Cc1ccsc1/C=N/Nc1ccc(F)cc1F` gave Rv3671c protease -5, MazF activator 14, CCHF vOTU inh 14, VHR inh abs 23, BoNT A protease -1.8, PrPC surface inh 7, Anthrax LF prot 3, 3CLpro inhibitor -6 and BoNT F protease inconclusive.
For Cc1cccc(Cn2c(C)nc3c(N)c(C)c(C)cc32)c1 the results were Rv3671c protease 2, MazF activator -14, CCHF vOTU inh -17, SSB-PriA inh 4, VHR inh abs 31, BoNT A protease 0.0, PrPC surface inh 2, Anthrax LF prot -4, 3CLpro inhibitor 3 and BoNT F protease 2.
CCOc1ccc(NC(=O)c2c(NC(=O)CN3CCN(C)CC3)sc3c2CCC3)cc1 was read as Rv3671c protease 6, CCHF vOTU inh 4, VHR inh abs 18, BoNT A protease 0.6, PrPC surface inh -10, Anthrax LF prot -2, 3CLpro inhibitor -2 and BoNT F protease -12.
C[C@H]1CN([C@@H](C)CO)C(=O)c2cccc(NC(=O)C3CC3)c2O[C@H]1CN(C)S(=O)(=O)c1ccccc1 was read as Rv3671c protease 7, MazF activator -4, CCHF vOTU inh -1, SSB-PriA inh -8, BoNT A protease -0.2, PrPC surface inh 0, Anthrax LF prot -3 and BoNT F protease -3.
For CCC(=O)Nc1cccc(C2=NOC3(C2)C[C@@H](C(N)=O)N(C(=O)CC(c2ccccc2)c2ccccc2)C3)c1 (some centres undefined) the results were Rv3671c protease 1, MazF activator 3, CCHF vOTU inh -2, SSB-PriA inh -10, VHR inh abs 11, BoNT A protease -0.2, PrPC surface inh -2, Anthrax LF prot -7 and BoNT F protease -1.
`CCN(C(=O)COC(=O)c1nccnc1N)c1cccc2ccccc12` gave Rv3671c protease -3, MazF activator -3, CCHF vOTU inh -54, SSB-PriA inh 3, BoNT A protease 0.2, PrPC surface inh 1, Anthrax LF prot -7 and BoNT F protease 2.
For O=C(NCCNCCO)c1c(O)c2cccc3c2n(c1=O)CCC3 the results were Rv3671c protease -4, MazF activator 0, CCHF vOTU inh -5, SSB-PriA inh -11, VHR inh abs -12, BoNT A protease 0.1, PrPC surface inh 9, Anthrax LF prot -4, 3CLpro inhibitor -3 and BoNT F protease 1.

Nothing new here: entries from further up.
`O=C(Nc1ccccc1C(=O)Nc1ccncc1)c1ccc([N+](=O)[O-])cc1` gave Rv3671c protease -7, MazF activator 17, CCHF vOTU inh 18, SSB-PriA inh -10, VHR inh abs 20, BoNT A protease -1.4, PrPC surface inh -21, Anthrax LF prot 0, 3CLpro inhibitor 4 and BoNT F protease -8.
Screening O=C(O)CCn1cc(C=C2C(=O)NC(=S)NC2=O)c(-c2cccc(Cl)c2)n1 returned Rv3671c protease -2, MazF activator -34, CCHF vOTU inh 11, SSB-PriA inh -7, VHR inh abs -4, BoNT A protease -0.8, PrPC surface inh -4, Anthrax LF prot 1, 3CLpro inhibitor 3 and BoNT F protease -3.

Additional records follow.
Screening COC1CCCCC1Nc1cc(C)ccc1C (centres undefined) returned Rv3671c protease -2, MazF activator -15, CCHF vOTU inh -6, SSB-PriA inh -14, VHR inh abs 5, BoNT A protease -5.1, PrPC surface inh 0, Anthrax LF prot -9, 3CLpro inhibitor 2 and BoNT F protease -15.
Screening COc1ccc(-c2cn(CCO)c(CCN)n2)cc1 returned Rv3671c protease 4, MazF activator 5, CCHF vOTU inh -1, SSB-PriA inh -2, BoNT A protease 0.2, PrPC surface inh 2, Anthrax LF prot 5 and BoNT F protease -5.
Screening COC(=O)c1cccc(NC(=O)c2cc(OC)c(OC)c(OC)c2Br)c1 returned Rv3671c protease 0, MazF activator 6, CCHF vOTU inh -6, SSB-PriA inh -11, VHR inh abs 0, BoNT A protease -0.8, PrPC surface inh -6, Anthrax LF prot 1, 3CLpro inhibitor 2 and BoNT F protease -2.
C=CCN1C(=O)S/C(=C\c2ccc3c(c2)n(C)c(=O)n3C)C1=O was read as Rv3671c protease 2, MazF activator 12, CCHF vOTU inh -5, SSB-PriA inh -12, VHR inh abs -11, BoNT A protease 1.1, PrPC surface inh -2, Anthrax LF prot 5, 3CLpro inhibitor -1 and BoNT F protease 5.
For O=C(NCCCn1ccnc1)c1ccc(Br)cc1 the results were Rv3671c protease 1, MazF activator -6, CCHF vOTU inh 7, SSB-PriA inh 9, VHR inh abs 21, BoNT A protease -1.8, PrPC surface inh -7, Anthrax LF prot -6, 3CLpro inhibitor 0 and BoNT F protease 5.
Screening COc1ccc(/C=N/NC(=O)c2ccc(Cl)cc2Cl)cc1COC(C)=O returned Rv3671c protease 3, MazF activator 8, CCHF vOTU inh 11, VHR inh abs -5, BoNT A protease 0.2, PrPC surface inh -3, Anthrax LF prot 1, 3CLpro inhibitor 1 and BoNT F protease 0.
CC(NC(=O)/C=C/c1ccco1)c1nc2ccccc2n1Cc1ccccc1F (centres undefined) was read as Rv3671c protease 5, MazF activator 1, CCHF vOTU inh 24, SSB-PriA inh -4, VHR inh abs 2, BoNT A protease 1.1, PrPC surface inh 0, Anthrax LF prot 2, 3CLpro inhibitor 5 and BoNT F protease -4.

Compound activity deposited in PubChem BioAssay by several laboratories.
